STK33 inh – inhibitors of purified STK33 kinase, primary screen, biochemical, ADP-Glo luminescence, homogeneous, cell-free | Serine/threonine-protein kinase 33 (Homo sapiens), Q9BYT3 | MBP phosphorylation | inhibition, % at 10 µM | 320,000 compounds, 0.073% hits;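 active = inhibition at or above 25%, using the most active replicate where run in duplicate; inactive = inhibition below 25%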
Target sequence (Q9BYT3 whole entry, looked up): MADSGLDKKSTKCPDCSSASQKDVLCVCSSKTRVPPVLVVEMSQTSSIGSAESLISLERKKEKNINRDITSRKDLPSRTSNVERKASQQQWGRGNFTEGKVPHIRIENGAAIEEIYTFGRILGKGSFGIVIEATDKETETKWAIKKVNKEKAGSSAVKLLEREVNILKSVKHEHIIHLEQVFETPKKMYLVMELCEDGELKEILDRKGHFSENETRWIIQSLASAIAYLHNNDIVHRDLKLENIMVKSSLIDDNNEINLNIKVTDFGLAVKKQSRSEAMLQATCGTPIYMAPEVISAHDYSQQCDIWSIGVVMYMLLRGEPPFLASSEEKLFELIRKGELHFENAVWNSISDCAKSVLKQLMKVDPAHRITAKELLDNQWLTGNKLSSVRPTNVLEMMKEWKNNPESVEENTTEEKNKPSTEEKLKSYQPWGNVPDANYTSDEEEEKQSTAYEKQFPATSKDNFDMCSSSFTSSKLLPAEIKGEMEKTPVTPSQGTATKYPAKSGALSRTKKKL
OX1R antag-1 – OX1R (HCRTR1) antagonists, primary screen, fluorescence, CHO/OX1R cells, Fluo-8 calcium, orexin A. Fluo-8 calcium fluorescence. inhibition, % at 5 µM. 330,000 compounds, 0.43% hits. AID 434989, 2010;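 active = inhibition above its plate's threshold, mean inhibition of all tested compounds on the plate plus 3 SD, cut at about 37% in these data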;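 note: 0% = orexin A challenge wells and 100% = SB-334867-A antagonist wells; not every result past the cut was called active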
Target sequence (O43613 whole entry, looked up): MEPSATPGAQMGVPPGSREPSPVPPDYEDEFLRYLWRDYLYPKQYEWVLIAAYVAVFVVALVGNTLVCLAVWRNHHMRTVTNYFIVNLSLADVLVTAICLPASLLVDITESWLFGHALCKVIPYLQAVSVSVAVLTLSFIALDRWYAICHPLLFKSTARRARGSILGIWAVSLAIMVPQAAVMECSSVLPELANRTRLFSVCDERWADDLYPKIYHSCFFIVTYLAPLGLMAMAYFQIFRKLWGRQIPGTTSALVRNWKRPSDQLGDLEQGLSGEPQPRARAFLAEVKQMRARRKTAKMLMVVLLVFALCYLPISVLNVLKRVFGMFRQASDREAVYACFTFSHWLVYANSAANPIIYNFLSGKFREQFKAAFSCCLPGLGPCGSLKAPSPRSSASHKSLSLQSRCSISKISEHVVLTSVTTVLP
OX1R antag-2 – antagonists of human orexin 1 receptor (OX1R); 330,000 compounds, 1.8% hits; inhibition, % at 6.6 µM; Orexin/Hypocretin receptor type 1 (Homo sapiens), O43613; OX1R-expressing cells, FRET antagonist read-out; AID 485270, 2010; in the data active = inhibition mostly above about 38%, no sharp cut-off; inactive = mostly below about 40%;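 note: 0% = agonist challenge alone and 100% = reference antagonist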
* marks the source's active call; other numbers are inactive results; / = not tested or not shown.

Value order – STK33 inh | OX1R antag-1 | OX1R antag-2
1) Cc1c(C(=O)OCC(=O)Nc2cccc(S(N)(=O)=O)c2)oc2c1ccc1ccccc12
    -0.2 | 27 | 48*
2) O=C(CSc1nncs1)Nc1nccs1
    -1.4 | -1 | 4
3) CC1CC(=O)Nc2ccc([N+](=O)[O-])cc2N1C (stereo not given)
    -0.6 | -7 | 25
4) COc1ccc(C2C(C(=O)N3CC(C)CC(C)C3)c3ccccc3C(=O)N2C)cc1 (stereo not given)
    -0.2 | -47 | 15
5) CSc1nsc(SC)c1NC(=O)N1CCCC1
    0.1 | -5 | 9
6) COc1ccc(OC)c(-c2csc(NC(=O)CN3C(=O)NC4(CCCC4)C3=O)n2)c1
    -0.6 | -28 | 19
7) CCC(C)[C@H](NC(=O)Nc1ccccc1F)C(=O)O (stereo not given in full)
    -0.9 | 5 | 9
8) CCC(=O)N1CCN(c2nc3ccc(Br)cc3s2)CC1
    -2.5 | -18 | 16
9) CCN(C(=O)COC(=O)c1nc2nc(C)cc(C)n2n1)C1CCS(=O)(=O)C1 (stereo not given)
    -1.0 | 5 | -3
10) O=c1cc(N2CCN(c3ccccc3)CC2)[nH]c(=O)n1-c1ccccc1
    -1.1 | -10 | 15
11) CCc1ccc2[nH]c(=O)c(Cc3ccccc3)c(O)c2c1
    -1.4 | -19 | 5
12) O=C(O)c1ccc(NC2CC(=O)N(Cc3ccccc3)C2=O)cc1 (stereo not given)
    -1.7 | -9 | 20
13) Cc1cc(NC(=O)CSCC(=O)N(c2cccc(Cl)c2)C(C(=O)NC2CCCCC2)c2ccc(O)c(O)c2)no1 (stereo not given)
    0.0 | -24 | 15
14) CCOC(=O)CCc1cnccc1-c1cccc(OC)c1O
    1.1 | -9 | 9
15) O=C(NCCCNC(=O)c1cnccn1)c1ccc(Br)cc1
    -0.5 | -4 | -2
16) CN(C(=O)c1cccc(S(=O)(=O)NCc2ccccc2)c1)C1CCCCC1
    -0.3 | -26 | 6
17) COCc1cc(CN2CCCC(CNC(=O)c3ccc(F)cc3)C2)ccc1OC (stereo not given)
    -2.7 | -24 | 8
18) Cc1nn(C(C)C)c(C)c1CN1CCCC(C(=O)c2cccc(OC(C)C)c2)C1 (stereo not given)
    -0.1 | -28 | 11
19) CCN(C(=O)CSc1nnc(CNc2cccc(OC)c2)n1C1CCCCC1)C1CCS(=O)(=O)C1 (stereo not given)
    0.4 | -12 | 11
20) CCOC(=O)c1sc(NC(=O)CSc2n[nH]c(CC(C)C)n2)nc1C
    0.8 | -17 | 19
21) Cc1ccc(C)c(NC(=O)CN(C)C(=O)COc2ccc3ccccc3c2)c1
    -0.4 | 9 | 20
22) CC1(C)N=C(c2ccccc2)C(=O)N1
    -0.2 | -5 | 10
23) COc1ccc(OC)c(NC(=S)NCc2ccccc2OC)c1
    -3.6 | -22 | 8
24) O=C(COC(=O)c1cccc(C(=O)OCC(=O)NCc2ccc(F)cc2)n1)NCc1ccc(F)cc1
    -0.6 | -28 | 6
25) Cc1c(C(=O)N2CCN(c3ccccc3)CC2)sc2ncnc(N3CCN(c4ccccn4)CC3)c12
    -0.5 | -6 | 26
26) Cc1c(C)c(C)c(C(=O)c2ccc(NC(=O)c3ccccc3C(=O)O)cc2)c(C)c1C
    -1.0 | -25 | -5
27) Cc1ccc(Cn2ccsc2=NC(=O)COC(=O)c2ccc(NC(=O)CC#N)cc2)cc1
    -1.6 | -3 | 3
28) COC(=O)C(C)NC(=O)COc1ccc2ccccc2c1 (stereo not given)
    0.1 | 10 | 13
29) Nc1ncncc1-c1ccc([N+](=O)[O-])cc1
    1.0 | 0 | 63*
30) COc1cc(CN2CCNC(=O)C2CC(=O)O)cc(OC)c1 (stereo not given)
    -3.3 | -9 | 15
31) Cc1ccc(NC(=S)/C(=C(\[O-])c2ccc(Cl)s2)[n+]2cccc(CO)c2)cc1C
    -0.1 | -25 | 0
32) COC(=O)c1ccccc1S(=O)(=O)N1CCC(C(=O)NCCC2=CCCCC2)CC1
    -1.9 | -22 | 13
33) Cc1ccc(NC(=O)c2ccc(=O)[nH]n2)cc1C
    0.0 | -3 | 8
34) O=C(NCc1cccc(Cl)c1)C1CCCN(c2ncnc3c2nc2n3CCCCC2)C1 (stereo not given)
    -0.8 | -28 | 18
35) NC(=O)CSc1ncnc2c1oc1ccccc12
    0.4 | 4 | -38
36) COc1cc(C(=O)OCC(=O)NCc2ccccc2)cc(NC(=O)c2ccco2)c1OC
    -0.7 | -19 | 7
37) O=C(NNC1CC(=O)N(c2cccc(Cl)c2)C1=O)c1cccnc1 (stereo not given)
    0.1 | -22 | 15
38) O=S(=O)([N-]c1nc2ccccc2nc1-[n+]1ccccc1)c1ccc(F)cc1
    -3.6 | -3 | 32
39) Clc1ccc(Cc2nc(-c3ccncc3)no2)cc1
    -0.3 | -32 | 9
40) CCOC(=O)c1c(-c2ccccc2)oc2ccc(O)c(CN(C)C)c12
    -0.4 | -20 | 11

Three entries already listed, ordered by molar mass, lowest first.
Value order – STK33 inh | OX1R antag-1 | OX1R antag-2
15) O=C(NCCCNC(=O)c1cnccn1)c1ccc(Br)cc1
    -0.5 | -4 | -2
21) Cc1ccc(C)c(NC(=O)CN(C)C(=O)COc2ccc3ccccc3c2)c1
    -0.4 | 9 | 20
17) COCc1cc(CN2CCCC(CNC(=O)c3ccc(F)cc3)C2)ccc1OC (stereo not given)
    -2.7 | -24 | 8

Next results
Value order – STK33 inh | OX1R antag-1 | OX1R antag-2
41) CCc1nnc(NC(=O)c2ccc(Br)o2)s1
    -0.7 | 4 | 12
42) CNCCC=C1c2ccccc2C=Cc2ccccc21
    -0.8 | -17 | 4
43) O=C(O)C1C2CCC(O2)C1C(=O)Nc1ccc(F)cc1 (stereo not given)
    -1.4 | -10 | 17
44) CC(=O)Oc1ccc2c(C)cc(=O)oc2c1C(=O)c1ccccc1
    1.4 | 17 | 51
45) Cc1ccc(CNn2cnnc2SCC(=O)NC(C)(C)C)cc1
    -0.6 | -14 | 3
46) O=C(O/N=C1\CCS(=O)(=O)c2sccc21)c1ccc(F)cc1
    -2.6 | -10 | 19
47) CC(C)N1C(=O)CCC1C(=O)NCCc1ccccc1 (stereo not given)
    0.9 | -1 | 4
48) Cn1c(=O)n(C)c2cc(C(N)=O)ccc21
    -2.4 | -6 | 2
49) O=S(=O)(Nc1ccc(O)c(Sc2nc3ccccc3s2)c1)c1ccc(F)cc1
    -1.0 | 2 | 40
50) COc1cc(NC(=O)CCN2CCN(c3ccccc3F)CC2)cc(OC)c1
    0.4 | -22 | 0
51) O=C(/C=C/c1ccc(Cl)cc1)NCCc1ccccc1
    -1.3 | 4 | 25
52) CNC(=O)CN(c1cc(OCCOC)c(Cl)cc1Cl)S(=O)(=O)c1ccc(OC)cc1
    -0.1 | -9 | 13
53) CCOc1ccc(NC(=O)CCC(=O)NNC(=O)COc2ccccc2C)cc1
    -0.2 | -24 | 11
54) CSc1nc2ccc(NC(=O)C3CCCO3)cc2s1 (stereo not given)
    -0.4 | 13 | 29
55) Cn1c(=O)cc(OCC(=O)NCCc2ccc(Cl)cc2)c2ccccc21
    -2.0 | -13 | 9
56) CCCOC(=O)c1c(NC(=O)CCC(=O)O)sc2c1CCCCC2
    -0.9 | -11 | 19
57) OC(CNC1CCCCC1)CNC1CCCCC1
    -22 | 2 | 12
58) C=CCC1(N(C(C)=O)c2ccccc2C)CCCCC1
    -1.1 | -1 | 16
59) CCCCCC(=O)N(O)C1CC(=O)N(c2ccccc2)C1=O (stereo not given)
    -1.1 | -19 | 18
60) CC(=O)Nc1ccc(S(=O)(=O)C(C#N)c2nc3ccccc3nc2NCCCO)cc1 (stereo not given)
    1.3 | -11 | 25
61) CC(=O)c1ccc(-c2csc(N3CCC(C(N)=O)CC3)n2)cc1
    0.8 | -9 | 7
62) Cc1ccc(/C=C/C(=O)O)cc1S(=O)(=O)NCc1ccco1
    -5.9 | 3 | 3
63) CCc1nnc(NC(=O)CSc2ncnc3c2cnn3-c2ccc(OC)cc2)s1
    -0.7 | -10 | 23
64) CCOC(=O)Cn1c(=O)oc2cc(S(=O)(=O)NC3CCCCC3)ccc21
    1.4 | -15 | 6
65) C=C(C)n1c(=O)[nH]c2ccccc21
    0.0 | 5 | -3
66) O=C(N/N=C/c1cccnc1)C1CC1(c1ccccc1)c1ccccc1 (stereo not given)
    -1.4 | -38 | 24
67) CC(Oc1ccc(F)cc1)C(=O)Nc1ccc(S(=O)(=O)NC2=NCCCCC2)cc1 (stereo not given)
    -1.8 | 7 | 1
68) COc1ccc(OCC(=O)Nc2ccc(Cl)cc2)cc1
    -0.2 | -30 | 37
69) CC(c1nccs1)N(C)C(=O)CCc1nnc(Cc2c[nH]c3ccccc23)o1 (stereo not given)
    -1.6 | -9 | 9
70) COC(=O)[C@]1(C)N[C@H](CN(C)C(=O)c2ccccc2)[C@@H]2C(=O)N(Cc3ccccc3)C(=O)[C@@H]21
    / | -8 | 1

The closing 3 entries of the part before come first, to join the parts.
Value order – STK33 inh | OX1R antag-1 | OX1R antag-2
68) COc1ccc(OCC(=O)Nc2ccc(Cl)cc2)cc1
    -0.2 | -30 | 37
69) CC(c1nccs1)N(C)C(=O)CCc1nnc(Cc2c[nH]c3ccccc23)o1 (stereo not given)
    -1.6 | -9 | 9
70) COC(=O)[C@]1(C)N[C@H](CN(C)C(=O)c2ccccc2)[C@@H]2C(=O)N(Cc3ccccc3)C(=O)[C@@H]21
    / | -8 | 1
71) CCCC[C@@H]1CNCCN1CCc1cc(C(F)(F)F)cc(C(F)(F)F)c1
    0.4 | -28 | 27
72) NC(=O)c1cc[n+](Cc2ccc([N+](=O)[O-])cc2)cc1
    -1.0 | 10 | 52
73) COc1cc(S(=O)(=O)N2CCOCC2)ccc1NC(=O)COC(=O)c1ccc(Cl)nc1
    -8.3 | -34 | 18
74) Cc1ccc(C(=O)OCC(=O)Nc2ccc(C(N)=O)cc2)s1
    -1.4 | -37 | 1
75) O=C(NCC1CCCO1)C1CCCN(S(=O)(=O)c2ccc(Br)cc2)C1 (stereo not given)
    -1.3 | -4 | 21
76) COC(=O)c1ccc(NC(=O)CN2CCN(CCO)CC2)cc1
    -4.2 | -1 | 27
77) C/C(=N\NC(=O)c1ccccn1)c1ccc(C(=O)O)s1
    0.6 | -4 | 23
78) CCOC(=O)N1CCC(N2Cc3cccc(C(=O)O)c3C2=O)CC1
    -1.1 | -9 | 2
79) Cc1cc(Cl)c(S(=O)(=O)N2CCCCCC2)cc1OCC(N)=O
    -1.4 | -4 | 8
80) CCN(CC)C(=O)CSc1nnc(-c2ccccn2)n1Cc1ccccc1
    -0.8 | -7 | 15

Marked active in OX1R antag-2 (from the list above):
Value order – STK33 inh | OX1R antag-1 | OX1R antag-2
1) Cc1c(C(=O)OCC(=O)Nc2cccc(S(N)(=O)=O)c2)oc2c1ccc1ccccc12
    -0.2 | 27 | 48*
29) Nc1ncncc1-c1ccc([N+](=O)[O-])cc1
    1.0 | 0 | 63*

Next structures follow:
Value order – STK33 inh | OX1R antag-1 | OX1R antag-2
81) O=C(COC(=O)c1cc(S(=O)(=O)N2CCOCC2)ccc1O)Nc1ccc2c(c1)OCO2
    -0.7 | 5 | 7
82) Cc1cc(C)cc(NC(=O)CSc2nnc(-c3ccc(S(=O)(=O)N4CCCC4)cc3)o2)c1
    -2.5 | -15 | 15
83) COCCNC(=S)NN(c1ccccc1)c1ccccc1
    -2.0 | -22 | 19
84) CC(C)C1Nc2ccc(C(=O)NCCCN3CCOCC3)cc2NC1=O (stereo not given)
    2.4 | -1 | 15
85) O=C(Nc1cc(F)ccc1F)c1cccc(-n2cnnn2)c1
    0.4 | -11 | 4
86) Cc1ccc2c(c1)C(c1ccc(F)cc1)N(C(=O)c1ccc(S(=O)(=O)N(C)C)cc1)CC(=O)N2 (stereo not given)
    -0.5 | -22 | -6
87) COCc1cc(C)nc(SCC(=O)Nc2ccc(N3CCOCC3)cc2)c1C#N
    -0.8 | -11 | 26
88) CCC(C)c1ccc(OCc2ccc(C(=O)O)o2)cc1 (stereo not given)
    -2.2 | 0 | 3
89) Cc1cc(C)cc(NC(=S)NCc2ccc(S(N)(=O)=O)cc2)c1
    -0.3 | 12 | 8
90) Cn1c(=O)c2c(nc(SCCN3CCCCC3)n2Cc2ccc(Cl)cc2)n(C)c1=O
    -0.9 | -28 | 5
91) COc1ccc(S(=O)(=O)Nc2cccc3c2O[C@H](CN(C)C(=O)Nc2ccccc2)[C@@H](C)CN([C@H](C)CO)C3=O)cc1
    / | -30 | -5
92) CC(C)(C)c1ccc(C(=O)OC/C(O)=C(\C#N)c2nc3ccccc3s2)cc1
    -2.1 | 8 | 27
93) Cc1nc2sc(C(c3ccc(Cl)cc3)N3CCN(C(=O)c4ccco4)CC3)c(O)n2n1 (stereo not given)
    -0.2 | -17 | 15
94) COc1ccc(OC)c(C=NNC(=O)c2ccc(NS(=O)(=O)c3cccs3)cc2)c1
    1.2 | 1 | 18
95) Cc1coc2cc3oc(=O)c(CCC(=O)N4C[C@H]5C[C@@H](C4)c4cccc(=O)n4C5)c(C)c3cc12
    0.9 | -22 | 10
96) CC(NC(=O)c1cccc(S(=O)(=O)N2CCCCCC2)c1)c1ccccc1 (stereo not given)
    / | -23 | 11
97) Cn1nnc2cc(C(=O)N3CCSCC3)ccc21
    -1.7 | -1 | 6
98) CC(=O)Nc1cccc(NC(=O)c2cc([N+](=O)[O-])ccc2N2CCCCC2)c1
    / | -16 | 8
99) O=C(O)CN(Cc1ccco1)S(=O)(=O)c1ccc(F)cc1
    0.2 | -17 | 9
100) COn1c(SC(C)C)nc2ccccc2c1=O
    0.7 | -15 | 10
101) Cc1cccc(OCC(=O)NCCCNC(=O)c2ccco2)c1
    1.6 | -9 | 16
102) CCOc1cc(C2c3c(-c4ccccc4)n[nH]c3C(=O)N2c2ccc(C(=O)O)cc2)ccc1O (stereo not given)
    -1.7 | -7 | 14

Compound activity: PubChem BioAssay, several laboratories
